MsrA act – bovine MsrA enzyme activators, primary screen, biochemical, absorbance, HTS | 0.3% of 360,000 active | Methionine sulfoxide reductase A (Bos taurus) | activation, % at 10.6 µM | purified bovine MsrA, absorbance read-out; in the data active = activation above about 7.5%;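 also: 0% = vehicle and 100% = reference activator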
Tb MetRS inh – T. brucei MetRS inhibitors, primary screen, biochemical, luminescence | 0.4% of 360,000 active | AID 624268, 2012 | inhibition, % at 11.9 µM | purified T. brucei MetRS, ATP depletion, Kinase-Glo luminescence | methionyl-tRNA synthetase (Trypanosoma brucei brucei);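 active = inhibition above a per-plate cutoff of the control wells' mean inhibition plus 3 SD, cut at about 5.5% in these data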;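 also: 0% = DMSO wells median and 100% = median of wells with control inhibitor compound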
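Dosing: 11.9 µM single point; system: parasite MetRS enzyme; technique: luminescence of leftover ATP; times: 15 min enzyme-compound preincubation, 2 h reaction, 10 min detection, 25 °C; replicates: each compound tested once; read-out basis: percent inhibition relative to median high and low control wells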
Neddyl block – inhibitors of cullin neddylation, primary screen, biochemical, TR-FRET, uHTS, NAE and Ubc12; NEDD8-conjugating enzyme Ubc12 (Homo sapiens) + NEDD8-activating enzyme E1 regulatory …; calls only at 25 µM; 0.58% of 360,000 active; AID 651699, 2012; in the data active = inhibition above about 36%
MsrA inh – bovine MsrA enzyme inhibitors, primary screen, biochemical, absorbance, HTS; Methionine sulfoxide reductase A (Bos taurus); purified bovine MsrA, absorbance read-out; inhibition, % at 15.5 µM; 0.75% of 360,000 active; in the data active = inhibition above about 4.5%;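 also: 0% = vehicle wells with enzyme and 100% = reference inhibitor wells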
Rin1-Abl PPI inh – inhibitors of Rin1-Abl protein binding, primary screen, biochemical, TR-FRET. Tyrosine-protein kinase ABL1 (Homo sapiens) + Ras and Rab interactor 1 (Homo sapiens), …. inhibition, % at 7.35 µM. 0.4% of 360,000 active; in the data active = inhibition above about 5%, passing the limit was not always enough
FAS TE block – FAS thioesterase domain inhibitors, primary screen, biochemical, fluorescence intensity, uHTS. recombinant FAS-TE, OMFH fluorogenic substrate, fluorescence endpoint. inhibition, % at 15 µM. 0.67% of 360,000 active;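 active = compounds whose normalised, plate-corrected inhibition of enzyme fluorescence in the single-dose primary screen is 50% or more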;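 also: 0% = DMSO with enzyme and 100% = substrate without enzyme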
eLon inh – inhibitors of E. coli Lon protease, primary screen, biochemical, fluorescence polarization. 0.42% of 360,000 active. P0A9M0. inhibition, % at 7.94 µM. purified E. coli Lon protease; in the data active = inhibition above about 13%, passing the limit was not always enough;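 also: 0% = enzyme with probe and DMSO and 100% = no enzyme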
Target sequence (P0A9M0 whole entry, looked up): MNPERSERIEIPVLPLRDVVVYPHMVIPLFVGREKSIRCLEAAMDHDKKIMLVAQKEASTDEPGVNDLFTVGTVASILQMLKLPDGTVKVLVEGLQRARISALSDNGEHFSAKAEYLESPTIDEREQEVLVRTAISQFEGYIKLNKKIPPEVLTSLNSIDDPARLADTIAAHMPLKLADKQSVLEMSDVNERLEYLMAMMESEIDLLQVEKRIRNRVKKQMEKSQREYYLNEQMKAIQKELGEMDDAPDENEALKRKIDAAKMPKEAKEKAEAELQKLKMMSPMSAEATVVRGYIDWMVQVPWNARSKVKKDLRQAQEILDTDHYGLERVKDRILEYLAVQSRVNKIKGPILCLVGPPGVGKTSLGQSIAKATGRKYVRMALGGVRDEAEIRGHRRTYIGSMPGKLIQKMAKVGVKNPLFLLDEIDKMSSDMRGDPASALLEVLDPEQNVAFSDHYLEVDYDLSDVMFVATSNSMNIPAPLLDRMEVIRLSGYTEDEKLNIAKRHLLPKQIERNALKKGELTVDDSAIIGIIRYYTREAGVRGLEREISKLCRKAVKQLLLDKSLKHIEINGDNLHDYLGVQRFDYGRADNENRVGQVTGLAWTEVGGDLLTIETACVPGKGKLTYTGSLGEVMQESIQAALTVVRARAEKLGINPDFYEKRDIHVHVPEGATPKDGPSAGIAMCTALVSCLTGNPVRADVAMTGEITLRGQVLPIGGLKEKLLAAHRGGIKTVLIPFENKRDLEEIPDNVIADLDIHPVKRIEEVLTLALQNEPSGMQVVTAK
PABP1 MLLE inh – inhibitors of PABP1 MLLE–PAM2 peptide binding, primary screen, biochemical, fluorescence polarization, FITC-PAM2, GST-MLLE. AID 588489, 2011. 0.36% of 360,000 active. inhibition, % at 20 µM. Polyadenylate-binding protein 1 (Homo sapiens), P11940; in the data active = inhibition above about 35%, passing the limit was not always enough;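 also: plate controls were DMSO wells with GST-MLLE for no effect and wells lacking GST-MLLE protein for full effect; some results filed as inactive read as strong as hits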
CSN inh – inhibitors of CSN-mediated cullin deneddylation, primary screen, biochemical, fluorescence polarization, uHTS | COP9 signalosome complex subunit 5 (Homo sapiens), Q92905 | Purified CSN, SCF-Nedd8-OG deneddylation | inhibition, % at 12.5 µM | 0.38% of 360,000 active | AID 651999, 2013;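 active = pattern-corrected inhibition above about 35%, with an unprinted fluorescence ratio check between 0.5 and 1.5, limit read from the data, passing the limit was not always enough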;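 also: 0% = enzyme with substrate and 100% = substrate without enzyme; some results filed as inactive read as strong as hits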
Target sequence (Q92905 whole entry, looked up, one chain of several): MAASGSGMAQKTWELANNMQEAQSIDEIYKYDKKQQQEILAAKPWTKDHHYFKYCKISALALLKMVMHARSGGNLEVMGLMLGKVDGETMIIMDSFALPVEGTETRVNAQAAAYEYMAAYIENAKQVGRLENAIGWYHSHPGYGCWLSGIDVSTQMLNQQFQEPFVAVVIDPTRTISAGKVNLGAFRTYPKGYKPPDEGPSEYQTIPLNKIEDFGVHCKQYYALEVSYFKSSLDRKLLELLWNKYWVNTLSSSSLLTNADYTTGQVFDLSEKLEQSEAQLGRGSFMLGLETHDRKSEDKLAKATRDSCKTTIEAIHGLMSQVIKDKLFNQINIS
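Detection – fluorescence polarization · System – HEK293T-derived human Csn5 enzyme · Controls – substrate-only high control, full reaction low control · Timing – 90 min, room temperature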
The depositor's hits bear a star; i = inactive; . = not tested or not shown; & = joins results of further samples.

SMILES	MsrA act	Tb MetRS inh	Neddyl block	MsrA inh	Rin1-Abl PPI inh	FAS TE block	eLon inh	PABP1 MLLE inh	CSN inh
CN(CC(=O)Nc1cccc(F)c1)C(=O)Cc1ccsc1	-5.8	-0.3	i	1.1	-3.7	-1.5	-9.3	-0.9	0.6
Cn1c(CC(=O)Nc2ccccc2Cl)nnc1SCC(=O)NC1=NCCS1	0.8	-0.5	i	-1.0	0.1	-4.2	-1.6	5.0	0.9
CCN(CC(=O)NCc1cccs1)C(=O)CCOc1ccccc1	-2.1	-0.2	i	-0.7	0.0	-4.2	-0.2	-31.3	0.1
O=C1COc2ccc(C(=O)COC(=O)CCc3ccc(S(=O)(=O)N4CCOCC4)cc3)cc2N1	-0.8	-0.4	i	0.6	3.1	-2.8	3.5	-7.5	-2.8
COc1ccccc1-c1nnc(NC(=O)OCC(C)C)s1	-5.1	0.1	i	0.7	2.6	-7.4	-10.2	-2.2	5.4
O=C(NCc1cccnc1)c1cccc(OC2CCN(Cc3ccc(CO)o3)CC2)c1	-6.9	-0.5	i	0.6	-1.0	-7.2	-1.3	-12.4	-3.9
C=CCOc1cccc(C2/C(=C(/O)c3ccc(Cl)cc3)C(=O)C(=O)N2CCN2CCOCC2)c1 (centres undefined)	-2.9	0.0	i	2.3	-2.8	-2.7	-6.2	6.6	3.4
Cc1c(Cl)c([N+](=O)[O-])nn1CCCC(=O)O	-3.1	-0.9	i	-0.3	-0.4	-2.4	-0.3	-1.6	-1.1
CCN(CC)C(=O)C(Oc1ccc(S(=O)(=O)N2CCCC2)cc1[N+](=O)[O-])c1ccccc1 (centres undefined)	-6.7	-0.6	i	0.0	0.2	-2.4	2.6	6.2	2.4
O=C(C1=NNCC1c1ccccc1)C1OC1c1ccccc1 (centres undefined)	-5.2	-0.8	i	1.1	-2.3	-9.1	7.0	-10.7	3.8
Cc1ccc(S(=O)(=O)NCCNS(=O)(=O)c2ccc(C)cc2)cc1	-0.6	-0.6	i	-0.8	-0.1	-3.3	3.2	-12.2	-1.0
CN(CC(=O)Nc1ccc(Cl)c(Cl)c1)CC(=O)Nc1ccc2c(c1)OCO2	-2.5	0.9	i	0.4	-0.7	41.2	-1.5	1.1	-1.0

Compound profiles (already shown). Screens in order: MsrA act | Tb MetRS inh | Neddyl block | MsrA inh | Rin1-Abl PPI inh | FAS TE block | eLon inh | PABP1 MLLE inh | CSN inh
Entry for `C=CCOc1cccc(C2/C(=C(/O)c3ccc(Cl)cc3)C(=O)C(=O)N2CCN2CCOCC2)c1` (centres undefined) : -2.9 | 0.0 | i | 2.3 | -2.8 | -2.7 | -6.2 | 6.6 | 3.4
Entry for `O=C(C1=NNCC1c1ccccc1)C1OC1c1ccccc1` (centres undefined) : -5.2 | -0.8 | i | 1.1 | -2.3 | -9.1 | 7.0 | -10.7 | 3.8

Other results follow.
SMILES	MsrA act	Tb MetRS inh	Neddyl block	MsrA inh	Rin1-Abl PPI inh	FAS TE block	eLon inh	PABP1 MLLE inh	CSN inh
COc1ccc(OCC(=O)Nc2nnc(S(=O)(=O)N3CCCCCC3)s2)cc1	-0.4	-0.4	i	0.1	2.6	2.9	-1.3	-10.3	4.9
COc1ccc(NC2CCCN(C(=O)c3ccc4nccnc4c3)C2)cc1OC (centres undefined)	-3.1	-0.7	i	0.1	-1.3	-1.0	2.4	4.2	-4.5
CSc1ccc(/C=N/Nc2cccc(C(=O)O)c2)cc1	-9.8	-1.1	i	.	2.4	1.8	8.6	9.0	23.5
C=CCC1(Cl)C(=O)C(Cl)=C(N2CCOCC2)C1(OC)OC (centres undefined)	-3.4	-0.4	i	0.5	-4.2	-8.3	-4.2	10.4	6.8
CCNS(=O)(=O)c1ccc(CCC(=O)Nc2ccc3c(c2)OCCO3)cc1	-3.3	-0.3	i	-0.3	1.4	-1.1	-7.2	-16.4	1.0
C=CCc1cc(OC)ccc1OCC(O)CN1CCN(c2ccc(OC)cc2)CC1 (centres undefined)	0.6&1.2	-0.7&-1.1	i	0.4&0.1	-1.4&-4.0	2.9&-0.9	6.8&9.0	0.4&-5.7	-0.3&-15.7
CC1(C)NC(=O)N(CC(=O)Nc2ccc(-n3cnnn3)cc2)C1=O	-3.5	-0.3	i	-0.2	2.2	-9.5	-1.3	-31.4	-2.7
Cc1ccc(C)c(NC(=O)C2CC(Cl)=CCC2C(=O)O)c1 (centres undefined)	-10.0	-1.0	i	0.4	-0.4	-5.0	0.0	0.3	7.1
CCCCCCN(C(=O)CCCN1C(=O)NC(c2ccc(-c3ccccc3)cc2)C(C(=O)OCc2ccccc2)=C1C)C(C)C(=O)NCCCC (centres undefined)	-3.8	-1.2	i	-0.6	4.8	14.5	-15.3	-10.0	-0.9
CC(C)CNC(=O)COC(=O)/C=C/c1ccco1	-1.4	-0.1	i	2.5	-0.9	-7.5	-2.2	2.8	1.1
CC(C)CC(=O)N1CCN(S(C)(=O)=O)CC1	-3.1	-0.9	i	0.2	-5.0	-4.4	-7.8	7.5	2.0
Cc1ccc(CCNC(=O)C2CC(c3ccc(C(F)(F)F)cc3)=NO2)cc1 (centres undefined)	-9.5	0.2	i	0.3	1.0	-9.7	2.4	0.3	-4.5

Given field by field: entries from further up
CCNS(=O)(=O)c1ccc(CCC(=O)Nc2ccc3c(c2)OCCO3)cc1
- MsrA act: -3.3
- Tb MetRS inh: -0.3
- Neddyl block: i
- MsrA inh: -0.3
- Rin1-Abl PPI inh: 1.4
- FAS TE block: -1.1
- eLon inh: -7.2
- PABP1 MLLE inh: -16.4
- CSN inh: 1.0

C=CCC1(Cl)C(=O)C(Cl)=C(N2CCOCC2)C1(OC)OC (centres undefined)
- MsrA act: -3.4
- Tb MetRS inh: -0.4
- Neddyl block: i
- MsrA inh: 0.5
- Rin1-Abl PPI inh: -4.2
- FAS TE block: -8.3
- eLon inh: -4.2
- PABP1 MLLE inh: 10.4
- CSN inh: 6.8

CC1(C)NC(=O)N(CC(=O)Nc2ccc(-n3cnnn3)cc2)C1=O
- MsrA act: -3.5
- Tb MetRS inh: -0.3
- Neddyl block: i
- MsrA inh: -0.2
- Rin1-Abl PPI inh: 2.2
- FAS TE block: -9.5
- eLon inh: -1.3
- PABP1 MLLE inh: -31.4
- CSN inh: -2.7

Cc1ccc(CCNC(=O)C2CC(c3ccc(C(F)(F)F)cc3)=NO2)cc1 (centres undefined)
- MsrA act: -9.5
- Tb MetRS inh: 0.2
- Neddyl block: i
- MsrA inh: 0.3
- Rin1-Abl PPI inh: 1.0
- FAS TE block: -9.7
- eLon inh: 2.4
- PABP1 MLLE inh: 0.3
- CSN inh: -4.5

The results go on.
SMILES	MsrA act	Tb MetRS inh	Neddyl block	MsrA inh	Rin1-Abl PPI inh	FAS TE block	eLon inh	PABP1 MLLE inh	CSN inh
CC(C)c1onc(C(=O)N(C)Cc2ccccc2)c1[N+](=O)[O-]	-2.6	0.6	i	-0.1	-1.2	-6.9	-5.3	-0.9	4.4
O=C(CC12CC3CC(CC(C3)C1)C2)Nc1ccccc1N1CCOCC1	-9.4	-1.0	i	0.4	0.3	5.2	1.5	8.5	1.1
O=C(c1ccc(Cn2cc([N+](=O)[O-])cn2)o1)N1CCCC1	-4.6	-0.2	i	0.1	1.1	2.9	1.9	-7.0	1.8
CCOc1cc(C2NC(=O)NC(c3ccccc3)=C2C(C)=O)ccc1OC(C)=O (centres undefined)	-0.5	0.3	i	1.7	0.8	-7.2	0.5	-3.3	6.1
CCc1cc(-c2[nH]ncc2-c2ccc3c(c2)OCO3)c(O)cc1O	-1.2	1.1	i	1.2	0.2	-157.4	-1.2	6.0	5.3
COc1ccc(OC)c(C(c2nnnn2C2CCCC2)N2CCN(c3ccccc3F)CC2)c1 (centres undefined)	-6.1	-0.2	i	0.4	-1.0	20.3	-3.5	-5.6	-0.8
NC(=O)C1CC(=O)N(c2ccc(OCc3ccccc3Cl)cc2)C1 (centres undefined)	-2.7	-0.9	i	-0.7	-0.4	8.9	0.6	10.6	2.6
CCOc1cc(C(=O)N2CCN(c3ccccc3)CC2)cc(OCC)c1OCC	1.6	-0.6	i	0.3	1.7	-23.9	-13.6	-4.4	-3.7
COc1cc2c(cc1OC)CN(c1ccc(C(N)=O)cc1[N+](=O)[O-])CC2	3.6	0.1	i	0.3	-4.9	2.0	-4.4	-2.3	0.5
OC(CNC1CCCC1)COCCOc1ccc(Br)cc1 (centres undefined)	-3.5	-0.6	i	0.5	-1.1	-4.7	-12.9	8.8	-1.2
Cc1csc(NC(=O)c2cc(=O)[nH]c3ccccc23)n1	-3.9	0.9	i	1.1	-5.2	-2.2	7.8	1.1	0.0
CC(=O)NNc1nc(-c2ccccc2)cs1	-1.2	-0.2	i	-1.5	3.3	69.6*	2.9	11.9	-0.8
Cc1c(CC(=O)N[C@@H](CCCNC(N)=O)C(=O)O)c(=O)oc2cc3oc4c(c3cc12)CCCC4	-6.6	-0.6	i	1.9	5.0	1.5	-0.1	4.6	-7.2
O=c1cc(CN2CCN(Cc3ccccc3)CC2)c2ccc(O)c(O)c2o1	-2.1	0.2	i	0.1	5.3	-4.7	7.1	21.0	2.2
COc1ccc(CC(=O)NC(C)c2nnc(SCC(=O)c3ccc(OC)cc3)n2C)cc1 (centres undefined)	-5.9	0.0	i	2.6	2.8	-3.9	-2.6	-15.6	-3.0
COc1ccc(N2CCN(C3CCCN(C(=O)CSC)C3)CC2)cc1 (centres undefined)	-2.6	-0.2	i	0.5	-1.7	-6.0	3.1	14.4	-1.1
Clc1ccccc1OCc1nn[nH]n1	5.0	0.1	i	-0.3	0.1	-6.4	2.5	13.8	3.8
CN(C)N1C(N)=C(C#N)C(c2cccs2)C2=C1CCCC2=O (centres undefined)	-9.3	-0.7	i	3.4	6.8	-6.6	-2.4	8.5	-14.9
COC(=O)c1ccc(Oc2nc(Nc3ccc(F)cc3)nc(N3CCCC3)n2)cc1	-9.0	-1.2	i	0.8	0.4	19.4	4.7	9.2	-1.9
Cc1nnc(SCC(=O)NCC2COc3ccccc3O2)s1 (centres undefined)	-2.6	-0.1	i	0.1	4.2	-3.4	-14.3	-11.7	4.8
Cc1nn(C)cc1S(=O)(=O)N1CCN(Cc2ccccc2Cl)CC1	1.5	0.2	i	0.0	3.0	-2.3	-10.2	-17.7	-2.1
O=S(=O)(NC1=NCCC1)c1cccc(NS(=O)(=O)c2ccc(OC(F)(F)F)cc2)c1	-8.9	-0.4	i	0.1	2.8	-8.9	-6.1	-10.1	-0.2
C=CCNC(=S)NNC(=O)c1ccc(OCC(C)C)cc1	0.8	-0.6	i	.	-2.6	-4.9	6.3	2.7	-0.3
Cc1c(OCC(=O)NCCN2CCOCC2)ccc2c3c(c(=O)oc12)CCC3	-2.6	-0.2	i	2.2	2.1	0.7	-1.7	1.8	4.5
CN(C)S(=O)(=O)Oc1cccc(C(=O)Nc2cccc(Cl)c2)c1	-1.6	0.2	i	1.0	1.0	22.7	-8.2	-3.8	1.2
O=C(O)c1cc(S(=O)(=O)NC2CCCc3ccccc32)ccc1O (centres undefined)	-11.0	-1.4	i	1.6	7.8	0.3	2.6	3.6	6.7
Cc1nc(C(=O)Nc2ccc(F)cc2)nn1-c1ccc([N+](=O)[O-])cc1	5.9	-0.6	i	1.4	-2.4	4.5	3.5	2.7	1.7
Cc1c(Cl)c([N+](=O)[O-])nn1CCCC(=O)NC(C)c1ccccc1 (centres undefined)	-10.6	-0.7	i	-0.9	-0.4	13.1	-6.8	5.4	2.2
